NR1D1 modulator: modulators of Rev-erb alpha DNA binding, primary screen, biochemical, FITC-DNA, fluorescence polarization, uHTS; 370,000 tested, 0.79% active; Rev-erbα–FITC-DNA binding, 90 min; AID 1259318, 2017; activity, % at 10 µM;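 active = activity above about 14%, limit read from the data; passing the limit was not always enough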;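 note: 0% = DMSO wells with 35 nM protein and 100% = DMSO wells with 750 nM protein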
LEDGF integ inh: blockers of LEDGF/p75-dependent integrase strand transfer – biochemical, TR-FRET, high throughput, primary screen; HIV-1 integrase (with human LEDGF/p75); TR-FRET IN-LEDGF/p75 DNA integration, Eu/Cy5; inhibition, % at 3.7 µM; 370,000 tested, 0.64% active; AID 743269, 2014;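 active = inhibition above the screen-wide mean plus 3 SD, cut at about 13% in these data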;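 note: signal is the Cy5 over europium emission ratio at 671 and 618 nm; 0% = plate median of compound wells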
HTRA1 inh: HTRA1 serine protease inhibitors, primary screen, biochemical, fluorescence polarization, HTS. Q92743. recombinant HTRA1, FP-rhodamine activity-based probe. inhibition, % at 5.96 µM. 340,000 tested, 0.5% active. AID 504803, 2011; in the data active = inhibition above about 36%;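 note: 0% = enzyme with DMSO and 100% = wells lacking enzyme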
PRMT1 FP inh: PRMT1 methyltransferase inhibitors, primary screen, biochemical, fluorescence polarization. Protein arginine N-methyltransferase 1 (Homo sapiens), Q99873. inhibition, % at 2.79 µM. 370,000 tested, 1.3% active. recombinant PRMT1, activity-based probe fluorescence polarization;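 active = inhibition above about 21% made by adding two undisclosed values, limit read from the data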
SIAE primary: human SIAE inhibitors, primary screen, biochemical, fluorescence polarization, FP-Rh probe, 1536-well HTS. Sialate O-acetylesterase (Homo sapiens), Q9HAT2. 370,000 tested, 0.69% active. inhibition, % at 9.66 µM. SIAE FP-Rh probe binding. AID 1053197, 2014;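 active = inhibition above a cutoff: mean of compounds within the control limits plus 3 SD of those, cut at about 17% in these data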;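 note: 0% = plate median of compound wells and 100% = probe without SIAE protein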
Target sequence (Q9HAT2 whole entry, looked up): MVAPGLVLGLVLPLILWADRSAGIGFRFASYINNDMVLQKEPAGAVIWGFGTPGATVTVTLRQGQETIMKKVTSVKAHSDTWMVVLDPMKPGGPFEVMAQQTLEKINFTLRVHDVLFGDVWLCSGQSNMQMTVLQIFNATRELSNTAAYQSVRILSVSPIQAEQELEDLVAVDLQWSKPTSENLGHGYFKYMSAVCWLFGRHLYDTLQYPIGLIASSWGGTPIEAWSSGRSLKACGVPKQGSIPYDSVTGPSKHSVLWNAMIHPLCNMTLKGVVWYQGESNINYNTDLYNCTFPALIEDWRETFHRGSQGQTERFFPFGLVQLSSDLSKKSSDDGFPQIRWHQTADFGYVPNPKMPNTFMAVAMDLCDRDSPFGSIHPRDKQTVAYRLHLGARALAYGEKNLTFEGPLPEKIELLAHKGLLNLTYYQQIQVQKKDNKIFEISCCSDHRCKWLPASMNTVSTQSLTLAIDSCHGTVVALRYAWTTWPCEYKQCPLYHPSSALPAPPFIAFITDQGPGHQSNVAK
ABHD4 inh: ABHD4 inhibitors, primary screen, biochemical, fluorescence polarization, mouse | (Lyso)-N-acylphosphatidylethanolamine lipase (Mus musculus), Q8VD66 | inhibition, % at 8.92 µM | purified mABHD4, FP-Rh probe fluorescence polarization | 370,000 tested, 0.54% active;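 active = inhibition exceeding the mean over every tested compound plus 3 SD, cut at about 30% in these data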;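 note: 0% = plate median of compound wells and 100% = S159A mutant with DMSO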
Target sequence (Q8VD66 whole entry, looked up): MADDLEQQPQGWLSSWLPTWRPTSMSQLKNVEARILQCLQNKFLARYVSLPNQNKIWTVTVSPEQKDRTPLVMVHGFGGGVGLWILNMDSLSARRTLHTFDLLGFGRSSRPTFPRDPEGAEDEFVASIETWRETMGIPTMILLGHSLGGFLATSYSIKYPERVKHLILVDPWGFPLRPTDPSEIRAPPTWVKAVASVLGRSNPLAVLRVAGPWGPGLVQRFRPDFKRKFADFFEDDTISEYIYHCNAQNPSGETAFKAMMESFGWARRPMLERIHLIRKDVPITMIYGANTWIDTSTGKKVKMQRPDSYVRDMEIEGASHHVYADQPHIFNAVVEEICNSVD
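assay system = mABHD4 protein | compound dosing = single nominal dose of 8.92 µM, 0.89% DMSO final | read-out basis = percent inhibition of probe binding, normalized to plate controls | schedule = Enzyme–compound pre-incubation 45 min, then probe 60 min, both 25 °C | detection = fluorescence polarization, excitation 525 nm, emission 598 nm, BODIPY TMR filters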
rCAG binder: binders of r(CAG) RNA repeats, primary screen, biochemical, fluorescence | r(CAG) RNA repeat, TO-PRO-1 dye displacement fluorescence | inhibition, % at 3 µM | 370,000 tested, 1.3% active;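 active = inhibition above the plate cutoff, the mean of all test compounds on that plate plus 3 SD, cut at about 35% in these data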;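 note: 0% = DMSO alone and 100% = 100 µM mitoxantrone as full dye displacement; higher means more dye released from RNA so lower well fluorescence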
TDP2 inh: human TDP2 enzyme inhibitors, primary screen, biochemical, epi absorbance, recombinant enzyme; Tyrosyl-DNA phosphodiesterase 2 (Homo sapiens), O95551; inhibition, % at 12.8 µM; 370,000 tested, 0.34% active; AID 720702, 2013; T5PNP hydrolysis, p-nitrophenol absorbance 415 nm;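 active = inhibition above the mean of all tested compounds plus 3 SD, set per campaign, cut at about 25% in these data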;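 note: 0% = DMSO with enzyme and 100% = buffer with substrate but no TDP2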
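System – recombinant human TDP2 · Amount – 120 nM TDP2 per well · Buffer or medium – Mg2+-containing Tris-HCl buffer, pH 7.5 · Reagent – T5PNP substrate, 5 mM · Dosing – 12.8 µM single point, 1% DMSO · Incubation – 2 h at 37 °C · Measured by – epi absorbance · Read-out basis – percent inhibition · Benchmarks – high control without enzyme, low control DMSO plus TDP2 · Repeats – singlicate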
PG9 Ab binder: binders of HIV-1 gp120 antibody PG9, primary screen, biochemical, TR-FRET; inhibition, % at 6.7 µM; 360,000 tested, 0.43% active; TR-FRET gp120-PG9 antibody binding; HIV-1 gp120 / PG9 antibody interaction; in the data active = inhibition above about 8.5%
TCR CD3 inh: inhibitors of human TCR-CD3 interaction, primary screen, biochemical, fluorescence, TAMRA-labeled TCR probe; AID 651800, 2012; 360,000 tested, 0.37% active; inhibition, % at 9.4 µM; T-cell receptor (TCR); in the data active = inhibition above about 19%;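 note: recombinant mutant TCR 2C K166C tagged with TAMRA read by polarization; 0% = receptor in buffer alone and 100% = receptor with positive control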
* marks the source's active call; other numbers are inactive results; . = not tested or not shown; & = joins results of further samples. The list is partial, so the mix of outcomes need not match the whole.

canonical_smiles	NR1D1 modulator	LEDGF integ inh	HTRA1 inh	PRMT1 FP inh	SIAE primary	ABHD4 inh	rCAG binder	TDP2 inh	PG9 Ab binder	TCR CD3 inh
C=CCNS(=O)(=O)c1cc(S(=O)(=O)NCC=C)c(OC)cc1OC	2.1	-1.4	2.7	1.1	-5.7	4.7	0.1	2.3	-2.4	1.8
Cn1ncc2c(Nc3ccc(-c4ccccc4)cc3)ncnc21	0.5	-1.4	-20.0	0.3	-2.2	-26.0	2.8	0.9	-2.1	4.3
CCN(CC)c1ccc(S(=O)(=O)N2CCOCC2)cc1NC(=O)COC(=O)/C=C/c1ccco1	7.9	1.9	-10.5	9.9	10.1	-1.4	5.9	0.1	-1.8	2.7
O=C1c2ccccc2C(=O)C12OC(c1ccccc1)C1(C(=O)c3ccccc3C1=O)C2c1ccc([N+](=O)[O-])cc1 (stereo not given)	6.8	4.0	4.8	3.1	-3.2	-14.8	13.8	-1.7	2.4	-3.8
COc1ccc(Cc2nnc(SCC(=O)Nc3ncc(C)s3)o2)cc1	-4.1	0.3	4.0	5.9	4.0	7.7	3.7	-10.8	0.9	0.3
CCNc1sc(C(=O)c2cccs2)c(N)c1-c1nc2ccccc2s1	5.8	0.6	27.7	6.7	7.9	33.0*	24.4	2.7	-0.6	1.5
O=c1[nH]c(C2CCN(S(=O)(=O)c3ccc(C(F)(F)F)cc3)CC2)nc2c1nnn2Cc1cccc(F)c1	-3.3	-1.3	-2.9	0.7	-11.8	-3.0	2.5	0.1	0.6	-2.1
Cc1ccc(NC(=O)CSc2nc(C)c(Cc3ccccc3)c(=O)[nH]2)cc1C	-1.4	0.8	-47.5	-1.3	-5.8	5.1	6.7	13.4	-0.4	2.4
COc1ccc(C(=O)Nc2nc(N)n(-c3ccccc3)n2)cc1	-0.4	4.0	4.6	3.3	1.9	4.1	0.3	3.8	-0.4	1.4
O=C(COC(=O)[C@@H]1CCCN1C(=O)c1cccs1)Nc1ccc(Br)cc1	0.8	0.9	-17.7	1.5	-0.8	1.7	1.1	-4.8	3.9	0.0
OC(c1cccnc1)c1nc(-c2ccc3c(c2)OCO3)cs1 (stereo not given)	1.5	4.0	.	-3.5	-4.7	1.5	1.8	-1.0	-0.4	-2.4
Clc1ccc(OCc2nn3c(C4CCCCC4)nnc3s2)cc1	-1.4	7.3	-18.1	27.1*	2.0	6.2	-2.5	-5.3	-0.3	0.7
Cc1ccc(/C=N/NC(=O)c2ccc(NC(=O)c3ccccc3Cl)cc2)o1	5.9	-1.9	-37.4	-1.4	-3.5	-5.1	3.3	-21.9	-3.4	1.6
Nc1ncc(S(=O)(=O)c2ccc([N+](=O)[O-])cc2)s1	-7.6	8.9	-3.7	0.5	3.3	-4.9	2.2	-4.9	-0.2	3.1
COc1cc(S(=O)(=O)N2CCC(O)(c3cccc(C(F)(F)F)c3)CC2)ccc1-n1cnnn1	0.4	0.1	-9.3	-2.9	2.2	-8.1	0.2	5.2	0.5	3.6
CN(C)S(=O)(=O)c1cccc(COC(=O)c2cnccn2)c1	-6.2	0.3	1.0	0.9	-4.1	4.8	5.9	-0.7	-0.7	5.9
Nc1ccc(S(N)(=O)=O)cc1	3.7&5.8	-1.2	4.4	5.0	-5.1	-2.4	-0.6	0.0	0.9	-12.8
Cc1cc2c(C)cc(=O)[nH]c2cc1NC(=O)CCl	1.4	-4.7	-1.4	12.8	-8.0	-1.4	-2.0	-4.0	-1.5	-2.5
CCC(C)NC(=O)c1ccccc1C(=O)NC(C)CC (stereo not given)	1.2	-4.1	1.7	-2.7	2.3	0.8	-0.6	8.9	-0.4	6.0
CCOC(=O)/C(C#N)=C/c1cn(CCC(=O)O)nc1-c1ccccc1	-1.8	-0.3	2.0	-2.1	-1.1	5.1	6.3	10.3	-0.6	-1.2
Nc1ccc(C(=O)N2CCN(S(=O)(=O)/C=C/c3ccccc3)CC2)cc1[N+](=O)[O-]	3.7	4.2	-4.2	1.1	-3.9	-5.2	-0.1	-1.1	0.2	9.1
COc1ccc(N2C(=O)C3CCCN3C2c2cccc(OC)c2OC)cc1 (stereo not given)	-4.3	-0.3	-3.9	-3.5	4.7	1.4	-1.1	7.7	0.8	6.1
CCN(CC)S(=O)(=O)c1ccc(OC)c(N)c1	-0.6	-6.1	19.6	3.2	-4.5	-2.3	-3.6	4.1	0.7	-7.8
CC(C)(Oc1ccc(F)cc1)C(=O)OCC(=O)c1ccc(S(C)(=O)=O)cc1	2.9	1.9	-5.8	-0.2	1.3	-2.3	5.2	-7.3	-0.5	1.9
O=C(Nc1c(F)cc(F)cc1Br)c1cccnc1	-1.2	5.5	-0.8	-1.7	4.7	0.8	0.9	6.3	-0.8	4.6

Single values from the results shown:
Entry of COc1ccc(Cc2nnc(SCC(=O)Nc3ncc(C)s3)o2)cc1 under rCAG binder: 3.7
Entry of O=C1c2ccccc2C(=O)C12OC(c1ccccc1)C1(C(=O)c3ccccc3C1=O)C2c1ccc([N+](=O)[O-])cc1 (stereo not given) under PRMT1 FP inh: 3.1

Next section.
canonical_smiles	NR1D1 modulator	LEDGF integ inh	HTRA1 inh	PRMT1 FP inh	SIAE primary	ABHD4 inh	rCAG binder	TDP2 inh	PG9 Ab binder	TCR CD3 inh
O=C(NNC(=S)NC(=O)c1ccc(Br)cc1)c1cccc([N+](=O)[O-])c1	6.9	7.1	10.9	-5.2	12.7	-4.4	10.0	-7.3	0.1	11.7
Nc1c(C(=O)Nc2ccc(F)cc2)nnn1-c1cccc(C(F)(F)F)c1	2.2	-0.3	-1.3	3.5	3.5	-9.0	0.3	-3.0	0.9	-5.7
COc1ccc(C(=O)CSc2nnc(CNC(=O)c3ccc(OC)c(OC)c3)n2C)cc1	-2.8	0.3	0.6	-4.5	3.3	4.7	-1.0	1.3	-1.0	9.1
O=C(NCCc1ccccc1F)C1CC(=O)N(c2ccccc2)C1 (stereo not given)	7.3	5.1	6.4	-4.1	-6.6	-1.0	-1.5	3.6	-2.9	0.9
O=C(NCC(=O)N1CCN(C(c2ccccc2)c2ccccc2)CC1)c1ccc(Br)o1	-0.9	-0.7	-8.2	4.6	4.5	10.2	-7.2	-5.6	-1.0	1.4
CC(C)(C)OC(=O)N/N=C\c1ccc[nH]1	2.6	2.3	5.5	-0.7	7.8	-0.3	-2.3	-9.1	0.8	3.1
C=CCn1c(SCC(=O)c2cccs2)nc2sc(C)c(C)c2c1=O	3.3	-1.1	-9.8	-1.1	-12.0	-3.7	-1.7	-0.4	-1.3	1.8
CCC1Oc2ccccc2N(CC(=O)NCCN2C(C)CCCC2C)C1=O (stereo not given)	6.3	3.5	-1.3	-0.6	-4.1	-3.4	-1.8	-14.7	-3.2	-2.0
COc1cc(C(=O)Nc2ccc(-c3nc4cc(C)ccc4o3)c(O)c2)cc(OC)c1OC	0.0	-0.1	-6.1	-0.1	-41.4	-3.2	6.4	-1.9	1.8	-11.1
Cc1ccc(CNS(=O)(=O)c2ccc3c(c2)n(C)c(=O)c(=O)n3C)cc1	2.4	-1.1	-1.9	-2.1	1.4	0.2	-3.2	-1.8	-0.6	2.2
O=C(C1CCN(S(=O)(=O)c2c(Cl)cccc2Cl)CC1)N1CCCCCCC1	2.1	0.8	-12.0	-3.0	-0.9	-3.5	0.0	-17.3	-1.5	-6.7
O=C(NCCc1ccc2c(c1)OCO2)c1cc(-c2ccccc2)c(N2CCOCC2)s1	4.4	-0.6	.	7.4	-2.9	-7.1	9.6	5.2	.	.
COc1ccc(-c2nn(-c3ccccc3)cc2C(=O)N2CCOCC2)cc1	1.0	1.8	-8.0	2.5	2.0	2.0	-5.0	1.7	0.3	-9.8
C=CCNc1cccc(Br)c1	1.2	0.2	3.4	-1.5	-2.9	-6.8	1.8	-16.3	1.1	6.3
Cc1ccc(C(=O)CN(C(=O)c2ccc(Cl)cc2)N2C(=O)CCC2=O)cc1	-1.1	-0.1	-3.3	-3.6	-8.3	-4.2	-1.1	-8.6	0.9	8.6
O=C1Nc2ccccc2OC1CC(=O)N1CCCCCCC1 (stereo not given)	-10.3	0.2	.	1.1	6.5	1.4	4.2	4.4	.	.
Cc1ccnc(NC(=O)c2cccc(NC(=O)Cc3ccccc3)c2)c1	-1.7	-2.5	-3.3	-1.9	4.6	-8.7	-1.8	3.0	-1.4	-1.3
CC(C)CN(C(=O)COC(=O)CCCc1c[nH]c2ccccc12)c1c(N)n(Cc2ccccc2)c(=O)[nH]c1=O	1.2	2.7	4.5	-2.3	-1.1	-3.9	2.2	-21.3	-1.1	7.3
Cn1cccc1CC(=O)NNC(=S)NC(=O)c1ccccc1Br	2.2	5.5	6.6	3.4	3.5	9.8	7.2	0.9	0.6	28.0*
Cc1ccc(Oc2ccc(OCC(=O)NC(C)C(=O)O)cc2)cc1 (stereo not given)	-2.7	1.7	7.0	-2.6	3.3	2.1	2.5	4.0	1.5	-3.0
COc1ccc(Cl)cc1S(=O)(=O)N1CCN(CC(=O)C(C)(C)C)CC1	-1.4	1.5	4.3	0.4	-4.5	4.2	-8.0	-4.0	-0.8	-0.6
Cn1c(Cn2c(=O)sc3ccccc32)nnc1SCc1ccc(F)cc1	2.2	-2.5	9.4	-2.5	-1.7	5.7	-0.7	-8.8	0.6	-6.4
C/C(=N\NC(=O)c1ccc(Cn2cc(Br)cn2)o1)c1cccc(NC(=O)C(C)(C)C)c1	4.2	0.8	-14.0	-1.2	-2.8	-4.1	0.1	5.8	-1.3	1.7
CCOc1ccc(-n2cc(C(=O)Nc3cccc(Cl)c3)c3cc(OC)c(OC)cc3c2=O)cc1	1.6	-1.6	-47.5	0.1	-25.1	-20.1	11.1	-3.6	1.6	7.4
CC1CN(C(=O)CSc2nc(-c3ccccc3)cs2)CC(C)O1 (stereo not given)	-2.5	2.1	-0.8	2.5	-2.1	-2.6	0.9	-4.5	0.2	-3.3
CC(=O)Nc1ccccc1C(=O)C(=O)Nc1cccc(C(=O)N2CC(C)CC(C)C2)c1 (stereo not given)	3.5	6.1	3.0	-6.0	2.4	0.9	-7.5	4.2	0.9	-2.8

From PubChem BioAssay
